Bcl-B Bim block: inhibitors of Bim-Bcl-B interaction, human; bead-based flow cytometry, Bim peptide-Bcl-B binding; inhibition, % at 10 µM; 190,000 compounds, 0.073% hits; AID 951;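 note: 0% = tracer peptide without compound and 100% = reference inhibitor peptide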
Target sequence (Q9HD36 whole entry, looked up): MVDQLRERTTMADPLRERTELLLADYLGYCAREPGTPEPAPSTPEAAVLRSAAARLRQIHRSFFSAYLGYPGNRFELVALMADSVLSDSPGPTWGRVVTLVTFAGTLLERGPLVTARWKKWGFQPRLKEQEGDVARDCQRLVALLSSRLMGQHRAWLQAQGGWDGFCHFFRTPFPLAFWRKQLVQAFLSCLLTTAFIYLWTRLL
ABCG2 block: blocks JC-1 efflux by human ABCG2 transporter. IgMXP3 cells, flow cytometry. AID 1325. 190,000 compounds, 0.1% hits. inhibition, % at 6.6 µM;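 active = inhibition above 80%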;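 note: 0% = DMSO and 100% = nicardipine control wells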
Target sequence (Q9UNQ0 whole entry, looked up): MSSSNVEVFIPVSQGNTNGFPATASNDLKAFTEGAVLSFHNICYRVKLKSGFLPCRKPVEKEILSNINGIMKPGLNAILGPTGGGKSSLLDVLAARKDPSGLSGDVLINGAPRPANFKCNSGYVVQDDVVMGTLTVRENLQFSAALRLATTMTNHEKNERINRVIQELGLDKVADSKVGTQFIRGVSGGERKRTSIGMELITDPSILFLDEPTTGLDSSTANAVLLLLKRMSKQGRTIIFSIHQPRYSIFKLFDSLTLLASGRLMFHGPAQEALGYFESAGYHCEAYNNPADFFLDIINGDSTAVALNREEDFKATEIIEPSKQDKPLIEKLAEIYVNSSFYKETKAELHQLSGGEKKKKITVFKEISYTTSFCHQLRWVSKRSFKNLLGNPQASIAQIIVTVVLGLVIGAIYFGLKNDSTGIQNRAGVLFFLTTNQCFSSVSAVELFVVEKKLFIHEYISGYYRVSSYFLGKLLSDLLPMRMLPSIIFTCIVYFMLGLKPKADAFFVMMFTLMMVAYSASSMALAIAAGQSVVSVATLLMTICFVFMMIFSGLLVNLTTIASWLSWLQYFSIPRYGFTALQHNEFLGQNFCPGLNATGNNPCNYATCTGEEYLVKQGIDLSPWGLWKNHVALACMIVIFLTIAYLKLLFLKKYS
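test system = two drug-resistant human cell lines, ABCG2 and ABCB1 | amount = 3 million cells/mL final, two lines in 1:1 ratio | reagent = JC-1 transporter substrate | doses = one concentration, 6.6 µM final | incubation = 10 min at 25 °C | signal = flow cytometric JC-1 green MFI at 530 nm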
Bim-Bcl-XL: human Bim-Bcl-XL interaction inhibition; 190,000 compounds, 0.04% hits; inhibition, % at 10 µM; AID 1007; Bim peptide-Bcl-XL binding, bead flow cytometry, fluorescence
Bfl-1 Bim block: disrupts Bim binding to human Bfl-1; Bead-based flow cytometry, Bim-Bfl-1 binding inhibition; inhibition, % at 10 µM; AID 1008; Q16548; 190,000 compounds, 0.12% hits;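 note: 0% = wells without compound plus tracer and 100% = blocker peptide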
RGS4-Gao reg: modulates binding of RGS4 to human Galphao; P09471; Multiplexed bead flow cytometry; actives lie on both sides; binding response (% of control), % at 10 µM; 220,000 compounds, 0.33% hits; AID 1415; in the data active = binding response below about 49% or above about 150%; inactive = in between;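 note: fluorescent Galphao activated with aluminum fluoride binding bead-coupled RGS4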
RGS7-Gao: regulators of human RGS7-Galphao interaction. P09471. Multiplexed bead flow cytometry, RGS7-Galphao binding; actives lie on both sides. binding response (% of control), % at 10 µM. 220,000 compounds, 0.35% hits; in the data active = binding response below about 49% or above about 150%; inconclusive = no clear call, values can overlap the other calls; inactive = in between;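 note: fluorescent Galphao held in activated GDP-AlF4 state binding bead-coupled RGS7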
Bim-Bcl-W: inhibitors of Bim-Bcl-W interaction, human; bead-based flow cytometry, Bim peptide-Bcl-W binding; inhibition, % at 10 µM; Q92843; 190,000 compounds, 0.02% hits;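 note: 0% = bound tracer without compound and 100% = peptide blocker; higher means less fluorescent Bim peptide bound to Bcl-W beads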
Target sequence (Q92843 whole entry, looked up): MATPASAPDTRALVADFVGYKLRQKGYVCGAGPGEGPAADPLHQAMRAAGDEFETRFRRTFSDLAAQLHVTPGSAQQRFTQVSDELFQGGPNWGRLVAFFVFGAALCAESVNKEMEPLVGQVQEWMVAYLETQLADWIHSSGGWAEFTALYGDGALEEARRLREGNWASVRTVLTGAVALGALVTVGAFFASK
ABCB1 block: inhibitors of human ABCB1 transporter, ABCG2 counter-screen | 190,000 compounds, 0.067% hits | CCRF-Adr cells, JC-1 efflux, flow cytometry | inhibition, % at 6.6 µM; in the data active = inhibition above about 40%;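 note: 0% = vehicle and 100% = reference inhibitor; higher value means more JC-1 retained so stronger ABCB1 efflux block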
Bcl-2 Bim block: human Bim-Bcl-2 interaction inhibition; Bead-based flow cytometry, Bim peptide-Bcl-2 binding; 190,000 compounds, 0.06% hits; inhibition, % at 10 µM; P10415; in the data active = inhibition above about 40%; inconclusive = no clear call, values can overlap the other calls;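 note: 0% = no compound wells with probe peptide and 100% = reference peptide inhibitor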
GSH bead fluor: GSH bead compound fluorescence profile; GSH beads flow cytometry, compound fluorescence 488/530 nm; hits give high values; fluorescence (KMESF) at 10 µM; 190,000 compounds, 0.25% hits; in the data active = fluorescence above about 89;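 note: glutathione beads carrying GST-tagged Bcl family fusion proteins plus one bare bead set; values are compound well signal with DMSO vehicle wells as background; inactives centre near 16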
RGS8-Gao reg: regulators of human RGS8-Galphao interaction. response (percent of control binding), % at 10 µM. multiplexed bead flow cytometry, RGS8-Galphao binding; actives lie on both sides. P09471. 220,000 compounds, 0.34% hits; in the data active = response below about 60% or above about 140%; inactive = in between;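 note: Galphao activated as the GDP aluminium fluoride complex binding bead-coupled RGS8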
* = called active by the depositor; ? = inconclusive; . = not tested or not shown. Cut-off read from the data, not from the text of the source, unless noted: active = inhibition above about 40%.

SMILES | Bcl-B Bim block | ABCG2 block | Bim-Bcl-XL | Bfl-1 Bim block | RGS4-Gao reg | RGS7-Gao | Bim-Bcl-W | ABCB1 block | Bcl-2 Bim block | GSH bead fluor | RGS8-Gao reg
Nc1ccnc(Oc2ccc(F)cc2)c1 | -11 | -1 | -6 | 0 | 95 | 94 | -5 | . | -2 | 13 | 98
O=C(NNC(=O)c1cccc(O)c1)Nc1ccc([N+](=O)[O-])cc1 | 0 | 1 | 0 | -7 | 101 | 100 | -2 | 0.3 | -4 | 25 | 105
CN(C)S(=O)(=O)Oc1ccc(C(=O)Nc2cccc(C(F)(F)F)c2)cc1 | 0 | 3 | -1 | 2 | 103 | ? | -1 | -0.2 | -2 | 9 | 100
Cc1ccc(Cl)c(NC(=O)CN2CCNC(=O)C2)c1Cl | -7 | 1 | -2 | -7 | 103 | ? | -1 | 0.5 | -8 | 14 | 101
Cc1ccc(SCC(=O)c2c(C)nc3ccccn23)cc1 | -3 | 3 | -5 | -3 | 128 | ? | -4 | 1.0 | -3 | 11 | 133
NNC(=O)CSCc1ccc(Cl)cc1Cl | -6 | 1 | 0 | -4 | 102 | 98 | -1 | 0.4 | 0 | 20 | 100
COC(=O)[C@H]1Cc2cnoc2C[C@]1(C)C(=O)O | -7 | -1 | -7 | -3 | 101 | 103 | -3 | 1.0 | -4 | 9 | 100
CS(=O)(=O)N1CCc2cc(C(=O)N3CCOCC3)ccc21 | 1 | 2 | 1 | 1 | 101 | 97 | 1 | 0.2 | -1 | 12 | 103
CC(C)c1nccn1S(=O)(=O)c1cc([N+](=O)[O-])ccc1Cl | -3 | -1 | -5 | -8 | 101 | 105 | -4 | -0.1 | -4 | 15 | 105
COc1cccc(C(=O)Nc2nc(-c3ccc(S(=O)(=O)N4CCOCC4)cc3)cs2)c1 | -3 | -1 | -5 | -13 | 99 | 99 | 4 | 0.4 | -11 | 32 | 99
COc1ccc(CNC(=O)c2ccccc2C(=O)O)cc1 | -5 | 1 | -9 | 1 | 100 | 94 | 0 | 0.1 | -1 | 8 | 105
Nc1c(C(=O)C2CC2)sc2nc3c(cc12)CCC3 | -2 | 4 | 0 | -3 | 106 | 112 | 0 | 0.5 | 0 | 24 | 108
COc1ccc(C(=O)OCC2CC(c3ccccc3)N(C)O2)cc1 (stereo not given) | -13 | 3 | -10 | -11 | 94 | 95 | 0 | 0.7 | -12 | 13 | 96
CCOC(=O)C(C)N1C(=O)S/C(=C/c2ccc3c(c2)n(C)c(=O)n3C)C1=O (stereo not given) | 0 | 7 | 2 | -1 | 102 | 104 | 4 | 1.4 | -1 | 19 | 99
CCCCCCNCc1c(F)cccc1Cl | -10 | -1 | -6 | -13 | 98 | 101 | -3 | 0.1 | -9 | 13 | 103
Cc1ccc(OCC(=O)NC2CC(C)(C)NC(C)(C)C2)cc1C | 2 | 1 | -1 | -3 | 99 | 101 | 0 | 0.5 | -1 | 11 | 103
CC(C)OCCCNC(=O)CCSc1ccc(Cl)cc1 | -5 | 0 | -2 | -5 | 92 | 99 | -6 | 0.3 | 1 | 5 | 95
Cc1nnc(SCC2=C(C(=O)O)N3C(=O)C(NC(=O)Cn4nc(C(F)F)cc4C)C3SC2)s1 (stereo not given) | -17 | 0 | -6 | -5 | 100 | 99 | -5 | -0.3 | -1 | 61 | 99
CC1(C)OC1COc1c2ccoc2cc2oc(=O)ccc12 (stereo not given) | -1 | 1 | -2 | 3 | 101 | 102 | 0 | 0.4 | -1 | 12 | 97
CC(=O)NCC(=O)OCC(=O)c1ccc2ccccc2c1 | -9 | 11 | -9 | -21 | 100 | 97 | 0 | 0.5 | -13 | 35 | 100
O=C(COc1ccc2c(C(F)(F)F)cc(=O)oc2c1)Nc1ccc2c(c1)OCCO2 | -3 | 4 | 2 | -4 | 93 | 96 | 7 | 1.4 | -2 | 9 | 102
CC1CN(C(=O)C2CCCC2)C(C)CN1C(=O)C1CCCC1 (stereo not given) | -8 | 3 | -9 | -15 | 101 | 103 | -3 | 0.5 | -4 | 13 | 100
CCN1C(=O)/C(=C/c2cn(C)nc2C)SC1=S | -5 | 5 | -1 | -2 | 99 | 99 | -2 | 0.5 | -6 | 20 | 100
CC(=O)c1ccc(N2CCN(C(=O)CCCc3nc4ccccc4s3)CC2)cc1 | -3 | -3 | -6 | -1 | 103 | 107 | 0 | 3.6 | 0 | 20 | 102
Cc1cc(C)cc(-n2c(SCC(=O)NCc3ccco3)nc3ccccc3c2=O)c1 | -6 | 0 | -2 | -12 | 104 | 108 | -2 | 0.1 | -8 | 18 | 103
SMILES | Bcl-B Bim block | ABCG2 block | Bim-Bcl-XL | Bfl-1 Bim block | RGS4-Gao reg | RGS7-Gao | Bim-Bcl-W | ABCB1 block | Bcl-2 Bim block | GSH bead fluor | RGS8-Gao reg
CNc1nc(-c2ccccc2)cc(C)c1S(C)(=O)=O | -3 | 0 | -1 | -5 | 89 | 92 | 0 | -0.1 | 0 | 13 | 97
Cc1ccc(CNC(=O)COC(=O)c2ccc(Br)cc2)cc1 | -3 | -1 | -2 | 1 | 100 | 100 | -2 | -0.3 | 0 | 6 | 102
O=C(CNCc1cccs1)Nc1ccc(N2CCCCCC2)cc1 | -7 | 2 | -1 | 8 | 99 | 102 | 0 | 0.6 | 0 | 23 | 102
CCCC(=O)Nc1ccccc1NC(=O)C1CCCCC1 | 0 | 2 | -2 | 1 | 101 | 97 | 1 | 1.0 | -2 | 20 | 102
C[N+]12CCC(CC1)C(OC(=O)C(O)(c1ccccc1)c1ccccc1)C2 (stereo not given) | -4 | 4 | 0 | 0 | 99 | 103 | -3 | 0.6 | 0 | 20 | 102
COc1ccc(OC)c(C(=O)Cn2c3[n+](c4ccc(C(F)(F)F)cc42)CCCCC3)c1 | -2 | 3 | -3 | -8 | 107 | 112 | 0 | 6.5 | -4 | 10 | 102
COc1ccc(S(=O)(=O)N2c3ccccc3OCC2c2ccccc2)cc1 (stereo not given) | 0 | 1 | -2 | 0 | 103 | 101 | -1 | 0.5 | -1 | 16 | 103
Cc1ccc(C(C)C)c(OCc2nn(CC(=O)c3ccc(Cl)cc3)c3[n+]2CCCCC3)c1 | -3 | 2 | 1 | 0 | 102 | 100 | -2 | 0.1 | 0 | 21 | 102
O=C(c1ccco1)N1CCN(C(=O)C(Cc2ccccc2)NS(=O)(=O)c2cccs2)CC1 (stereo not given) | 2 | 0 | 0 | 4 | 91 | 92 | 4 | 0.0 | 0 | 14 | 90
Cc1ccc(-c2nnc(N3CCN(c4ccccn4)CC3)c3ccccc23)cc1 | -7 | 11 | -6 | -10 | 94 | 96 | 0 | 11 | -4 | 31 | 98
COc1ccc(S(=O)(=O)N(CCCN2CCCC2=O)Cc2cc3c(C)cc(C)cc3[nH]c2=O)cc1 | 0 | 8 | 0 | -3 | 96 | 95 | 0 | 0.3 | 2 | 55 | 100
C/C(=N\NC(=O)CN(c1ccccc1)S(=O)(=O)c1ccccc1[N+](=O)[O-])C(C)(C)C | -6 | 2 | -7 | 4 | 95 | 95 | -2 | . | -2 | 10 | 94
CCOc1ccccc1C(=O)Nc1nnc(COC)s1 | -1 | 25 | -1 | 0 | 105 | 102 | 0 | 2.3 | 1 | 28 | 104
COC(=O)C1=C(C)OC(N)=C(C#N)C1c1cc2cc(C)ccc2nc1Cl (stereo not given) | -5 | 3 | -1 | -4 | 101 | 98 | -1 | 0.1 | 1 | 10 | 101
[O-]/[N+](=C/c1ccc(F)cc1)c1ccccc1 | -2 | -4 | -1 | -2 | 86 | 94 | -3 | -3.1 | -4 | 20 | 102
Cn1nnnc1SCCNC/C=C/c1ccccc1 | -4 | 9 | -3 | -9 | 99 | 103 | 1 | 1.2 | -4 | 26 | 98
Cc1ccc(N2C(=O)c3cccc4c(Oc5ccccc5[N+](=O)[O-])ccc(c34)C2=O)c(C)c1 | -5 | 4 | -4 | 0 | 121 | 122 | 0 | 0.8 | -3 | 2 | 126
CCOCCCNC(=O)C(c1ccccc1)N(Cc1cccs1)C(=O)c1ccccc1O (stereo not given) | -6 | 1 | -4 | -6 | 104 | 98 | -6 | 4.4 | -7 | 13 | 99
CN(CC(=O)NC1CCCCCC1)S(=O)(=O)c1ccc2c(c1)n(C)c(=O)c(=O)n2C | -3 | 1 | -3 | -7 | 99 | 101 | 0 | 0.3 | -5 | 21 | 101
CCCn1nc2cc(C(=O)N(CC)c3ccc(OC)cc3)ccc2c1OCC | 0 | 9 | 0 | 0 | 101 | 99 | -3 | 1.1 | -2 | 18 | 100
O=C(/C=C/c1ccco1)Nc1ccc2nc3n(c(=O)c2c1)CCCC3 | -5 | -6 | 3 | -2 | 102 | 102 | 0 | -2.7 | -4 | 9 | 102
C[C@]12C[C@H](O)[C@H]3[C@@H](CCC4=CC(=O)CC[C@@]43C)[C@@H]1CC[C@@H]2C(=O)CO | -4 | 1 | -1 | 1 | 100 | 102 | -3 | 0.8 | 0 | 20 | 97
O=C(CSc1nnnn1-c1ccccc1Cl)Nc1ccc2c(c1)OCCO2 | 0 | 2 | -2 | 0 | 111 | 108 | 2 | 0.4 | 0 | 22 | 121
c1ccc(OCCSc2nnnn2-c2ccccc2)cc1 | -2 | 6 | -1 | -1 | 106 | 103 | 0 | 0.4 | -2 | 9 | 104
CCOc1cc(/C=N/n2c(C)nc3sc(C)c(C)c3c2=O)ccc1O | -3 | 0 | -1 | -3 | 103 | 104 | -2 | 0.1 | -4 | 14 | 103
SMILES | Bcl-B Bim block | ABCG2 block | Bim-Bcl-XL | Bfl-1 Bim block | RGS4-Gao reg | RGS7-Gao | Bim-Bcl-W | ABCB1 block | Bcl-2 Bim block | GSH bead fluor | RGS8-Gao reg
Nc1ccccc1SCC(=O)Nc1nccs1 | -4 | 1 | -3 | -5 | 97 | 95 | 0 | -0.2 | -2 | 20 | 97
CCOc1ccc(N(CC(=O)NC2CCCC2)C(=O)CCC(=O)Nc2ccccn2)cc1 | -3 | 0 | -2 | -4 | 98 | 98 | 5 | 0.7 | -3 | 13 | 100
Cc1ccc(-c2noc(CCC(=O)NCCCN3CCN(c4ccc(F)cc4)CC3)n2)cc1 | -4 | 3 | -6 | -12 | 99 | 101 | 6 | 1.2 | -3 | 5 | 101
O=c1c2ccccc2nnn1CSc1nnc(-c2ccc3c(c2)OCO3)o1 | -5 | 0 | -6 | 0 | 100 | 103 | -2 | 0.1 | 1 | 24 | 102
CCOc1cc(C(=O)NCCOC)ccc1OC | -10 | -4 | -9 | -11 | 95 | 91 | -3 | -3.8 | -5 | 33 | 97
COc1ccc(NC(=O)/C(=C\c2cc(OC)c(OC)cc2[N+](=O)[O-])NC(=O)c2ccccc2)cc1 | 0 | 0 | 0 | 0 | 100 | 104 | 0 | -0.2 | 2 | 9 | 102

Source: PubChem BioAssay (NMMLSC)
